Screening results deposited in PubChem BioAssay by Fisher Drug Discovery Resource Center.
hcGAS inh – human cGAS inhibition; inhibition, % at 12.5 µM; 0.081% of 290,000 active; Q8N884; recombinant h-cGAS, ATP depletion, Kinase-Glo luminescence; AID 1259398;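 note: 0% = vehicle reaction and 100% = reaction without DNA for no activity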
Target sequence (Q8N884 whole entry, looked up): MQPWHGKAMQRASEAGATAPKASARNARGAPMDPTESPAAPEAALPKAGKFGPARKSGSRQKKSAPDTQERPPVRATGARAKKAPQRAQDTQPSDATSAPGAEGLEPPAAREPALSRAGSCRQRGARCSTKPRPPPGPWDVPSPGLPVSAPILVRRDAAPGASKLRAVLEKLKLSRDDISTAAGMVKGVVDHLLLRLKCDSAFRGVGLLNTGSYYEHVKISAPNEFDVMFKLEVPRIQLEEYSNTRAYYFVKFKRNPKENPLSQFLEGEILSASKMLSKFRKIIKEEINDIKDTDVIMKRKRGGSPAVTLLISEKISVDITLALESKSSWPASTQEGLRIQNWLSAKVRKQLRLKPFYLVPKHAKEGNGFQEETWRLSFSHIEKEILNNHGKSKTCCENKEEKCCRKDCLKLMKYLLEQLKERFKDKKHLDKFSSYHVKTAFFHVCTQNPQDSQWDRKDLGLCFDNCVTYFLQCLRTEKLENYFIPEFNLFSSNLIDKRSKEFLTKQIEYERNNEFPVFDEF
NPYLR7 agonist – activates Aedes aegypti NPYLR7 receptor. HEK293T NPYLR7/Galpha15, GCaMP6s calcium fluorescence. activation, % at 10 µM. 0.15% of 270,000 active; in the data active = activation above about 40%;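 note: 0% = vehicle and 100% = reference agonist at the receptor; some compounds past the cut are filed as inactive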
mcGAS lum – mouse cGAS inhibition by luminescence; 0.15% of 160,000 active; Q8C6L5; recombinant cGAS, Kinase-Glo ATP depletion luminescence; inhibition, % at 12.5 µM;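 note: 0% = negative control wells and 100% = reference inhibitor with no enzyme activity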
Active calls of the source: *; / = no result given; & = joins results of further samples. Cut-off read from the data, not from the text of the source, unless noted: active = inhibition above about 40%; inactive = the rest.

smiles,hcGAS inh,mcGAS lum,NPYLR7 agonist
c1cnn(-c2ccc(-c3ccc(CN4CCNCC4)cc3)cc2)c1,-2,-19,5
O=c1c(-c2cccc3ccccc23)[n+]([O-])c2ccccc2n1O,-1,/,0
CCCN(CC(=O)N(CCc1c[nH]c2ccccc12)Cc1ccc(OC)cc1)C(=O)Nc1cccc(F)c1,-1,-7,-1
Cc1c(C)n2c3c(=O)n(CCCc4ccccc4)c(=O)n(C)c3nc2n1CCN1CCOCC1,-7,/,2
O=C(NCCNC(=O)C1CCN(C(=O)c2cc(C(F)(F)F)cc(C(F)(F)F)c2)CC1)c1ccccc1,-4,-4,-2
O=C(OCc1ccccc1Oc1cccnc1)C1(O)CCCCC1,-9,-16,14
COc1ccc2[nH]c3c(c2c1)CCN(C(=O)c1c(F)cc(F)cc1F)C3c1ccccc1OC (centres undefined),-9,-7,20
CCCCCc1c(O)nc(SCCN(CCC)CCC)[nH]c1=O,-9,-8,0
COc1ccc(CC(=O)Oc2c(S(=O)(=O)c3ccc(C)cc3)c(C)nn2C(C)(C)C)cc1,-2,-8,1
COC(=O)C(c1ccc(F)cc1Cl)C1C=CC(NC(=O)/C=C/c2ccccc2Cl)C1 (centres undefined),-8,-8,4

smiles,hcGAS inh,mcGAS lum,NPYLR7 agonist
CC(C)(C)c1cc(NC(=O)c2ccccc2C(F)(F)F)n(-c2ccccc2Cl)n1,0,-5,19
COc1cccc2sc(N(Cc3cccnc3)C(=O)c3ccnn3C)nc12,-4,-5,/
COCCn1c(SCC(=O)Nc2ccccc2)nc2c(c1=O)SC(C)C2 (centres undefined),-12,/,-5
c1cc2cc(CN3CCOC4(CNCCOC4)C3)ccc2o1 (centres undefined),-5,/,7
Cc1cc(C(=O)N(Cc2ccccn2)c2nc3c(C(C)C)cccc3s2)on1,0,-6,6
O=C(N[C@@H]1c2ccccc2C2(CCN(C(=O)/C=C/c3ccc(F)cc3)CC2)[C@H]1O)c1ccccc1,-13,-14,15
COc1ccc(N2CCN(C(CNC(=O)OCc3ccccc3)c3ccc4c(c3)OCO4)CC2)cc1 (centres undefined),-11,-8,-1
CC(C)Nc1ncc(C(=O)NCc2cccnc2N2CCN(C)CC2)cn1,-6,/,6
Cc1occc1-c1nnc(SCCC(N)=O)n1-c1ccccc1,-5&-3,-12&-7,13&9
O=c1c2c3nc4ccccc4nc3n(C3CCCC3)c2ncn1Cc1ccco1,-1,/,-3

smiles,hcGAS inh,mcGAS lum,NPYLR7 agonist
COc1ccccc1-c1coc2cc(OC(C)=O)ccc2c1=O,-5,1,-1
Nc1ccc2cc(O)cc(S(=O)(=O)O)c2c1,-5,/,-10
O=C(NCc1ccco1)c1cc2c(s1)CS(=O)(=O)C2,-7,-4,5
CC(C)c1cc(=O)[nH]c(-n2nc(-c3cccs3)cc2NC(=O)/C=C\c2ccc3c(c2)OCO3)n1,-2,/,2
CCCCc1nc(N2CCCN(C(=O)c3ccc4c(c3)OCO4)CC2)c2c(-c3ccc4ccccc4c3)noc2n1,3,0,-5
CC(C)(C)CC(C)(C)Nc1c(-c2ccc(Cl)cc2)nc2ccccn12,-4,-8,-4
O=C(NCc1cccc(-c2ncc(-c3ccc(F)cc3)[nH]2)c1)c1ccc(F)c(C(F)(F)F)c1,-2,-7,30
COc1cccc(CN2CCC(C(=O)NC(c3ccc4ccccc4n3)c3cccs3)CC2)c1 (centres undefined),0,-3,2
CN(C(=O)c1ccc2[nH]c(=O)[nH]c2c1)C1Cc2ccccc2C1,-13,/,15
O=C(O)CCn1ccc2c(nnc3c(-c4ccccc4)cnn32)c1=O,-14,/,17

smiles,hcGAS inh,mcGAS lum,NPYLR7 agonist
C#CCN(CC=C)c1nc2nonc2nc1N1CCCC1,-11,/,9
COc1cccc(COC(CN2CCN(C(=O)NC3C[C@H]3c3ccccc3)CC2)c2ccc(Cl)cc2)c1 (some centres undefined),-12,-6,/
COc1ccc(-c2cc(CNC(=O)C3CC=CCC3)no2)cc1 (centres undefined),-8,/,5
CCCN(C)C(=O)c1ccc(CSc2nnc(Cc3ccccc3)n2-c2ccc(C)cc2)cc1,-1,-6,5
Cc1ccc(CN(Cc2nc3cc(C)ccc3o2)C(=O)C(C)Oc2ccccc2)cc1 (centres undefined),-7,-6,4
Cc1ccccc1C(=O)NNC(=O)c1cc(F)ccc1F,-12,/,6
CN(Cc1ccccc1)Cc1nc(C(C)(C)C)cs1,-8,/,3
COc1c(C)cc(C)cc1CN1C[C@@H](CN2CCC(CO)CC2)[C@@H](CO)C1,-11,-5,/
Cc1c(C(=O)NCc2ccc(F)cc2)sc(=O)n1Cc1ccc(Cl)c(Cl)c1,-5,/,14
COCCN(Cc1c(-c2cccc(C)c2)noc1N1CCCC1)C(=O)CC(C)C,1,-3,-3

smiles,hcGAS inh,mcGAS lum,NPYLR7 agonist
Cc1cc(Cl)ccc1C(=O)C1CCCN(C(=O)c2cccs2)C1 (centres undefined),-2,/,4
CCCCCn1c(=O)c2c(nc3n2CCN3Cc2ccco2)n(C)c1=O,-6,/,-1
Cc1cc(C)c2oc(=O)cc(CN3CCCCC3)c2c1,-5,-4,-2
CC(C)(C)c1ccc(C(=O)N2CCSC23CCN(C(=O)Nc2ccc(C(F)(F)F)cc2)CC3)cc1,-8,-5,/
NC(=O)c1c(NC(=O)Cn2cnc([N+](=O)[O-])n2)sc2c1CCCC2,-6,-7,6
COc1ccc(Cl)cc1NC(=O)CCC1CCCN(Cc2ccccn2)C1 (centres undefined),-7,/,5
CN1C(=S)N(c2ccc3c(c2)CCC3)C(=O)/C1=C\c1ccncc1,-2,-3,41*
CC(C)(C)CC(C)(C)Nc1c(-c2ccc(OC(=O)c3cccc(F)c3)cc2)nc2ccccn12,-8,-6,4
CCOC(=O)C1=C(C)N=c2s/c(=C/c3ccc(Cl)cc3Cl)c(=O)n2C1c1ccc(C)cc1 (centres undefined),0,2,-2
CC(=O)N1N=C(c2cccs2)CC1c1ccc(Br)cc1 (centres undefined),1,-2,-8

smiles,hcGAS inh,mcGAS lum,NPYLR7 agonist
COc1c(C)cnc(CSc2nc3cc(S(=O)(=O)N4CCCC4)ccc3n2CC2CC2)c1C,4,1,5
Nc1ccnn1Cc1ccccc1Br,1,/,2
O=C(NC1CCCCC1)N1CCCN(c2cc(Oc3ccc(F)c(Cl)c3)ncn2)CC1,-4,-3,-10
CC1(C)C=C2C(=NN(c3ccc(I)cc3)C(=N)C2C#N)CO1 (centres undefined),-4,-6,3
Cc1cc(Br)c2[nH]c(O)c(N=NC(=O)c3cccc(O)c3)c2c1,-9,-7,2
N#CCSc1nc(=O)n2ccccc2n1,0,-1,15
Cc1[nH]ncc1CCCNc1ncccn1,-4,/,9
O=C(NCc1ccncc1)c1cnn(-c2ccccc2)c1C(F)(F)F,-1,-2,0
CN(CC(=O)NC(C)(C)C)c1nc(N2CCCC2)nc(N2CCCC2)n1,-6,/,1
Cn1cccc1-c1cc(C(=O)O)[nH]n1,-2,-3,-4

smiles,hcGAS inh,mcGAS lum,NPYLR7 agonist
CC(Sc1nncn1C1CC1)C(=O)Nc1ccccc1OC(F)F (centres undefined),-2,/,-7
COc1cc2c(cc1OC)C1CN(C(=S)Nc3cc(Cl)ccc3F)CC(=O)N1CC2 (centres undefined),-2,-7,28
CNc1ccc(C(=O)N2CCOC(COc3ccccc3OC)C2)cc1 (centres undefined),-1,-3,-6
Cc1nc2c(c(N(C)C)n1)CCN(C(=O)c1cccc(S(C)(=O)=O)c1)C2,-6,-12,5
NC(=O)c1cc2ccccc2o/c1=N/NC(=O)c1cccc(Cl)c1,-6,-11,-16
CC1(C(=O)NCc2ccc3c(c2)OCO3)CCN1C(=O)Cc1ccccc1Cl (centres undefined),-3,-3,0
Cc1ccc(-c2csc(-n3[nH]c(C)c(N=Nc4cc(C(F)(F)F)ccc4Cl)c3=O)n2)cc1,-4,-6,10
Cc1ccc(C)c(OCC(O)Cn2c(=O)c3nccnc3c(=O)n2C)c1 (centres undefined),-7,/,4
CCOc1ccc(C2NC(=O)NC(C)=C2C(=O)OC2CCCC2)cc1 (centres undefined),-3,-5,-4
Cc1cccc(C(=O)N2CCCC(CCC(=O)Nc3ccc(C(F)(F)F)cc3)C2)n1 (centres undefined),-5,-9,7

The last 2 records of the section above come first, to join the parts:
smiles,hcGAS inh,mcGAS lum,NPYLR7 agonist
CCOc1ccc(C2NC(=O)NC(C)=C2C(=O)OC2CCCC2)cc1 (centres undefined),-3,-5,-4
Cc1cccc(C(=O)N2CCCC(CCC(=O)Nc3ccc(C(F)(F)F)cc3)C2)n1 (centres undefined),-5,-9,7
CCC1(CC)CNc2ccccc21,-8,/,13
COc1cccc(CN2C(=O)C3(SCCN3C(=O)NC3CCCCC3)c3cc(Cl)ccc32)c1 (centres undefined),0,-5,8
O=C(Nc1nc(C23CC4CC(CC(C4)C2)C3)cs1)c1ccc(F)cc1,-5,-6,-5
CCCCCn1c(=O)c2c(nc3n2CC(C)CN3C2CCCCC2)n(C)c1=O (centres undefined),-5,-5,6
CCCn1c(SCc2coc(-c3cccs3)n2)n[nH]c1=O,-7,-5,-2
CCOC(=O)c1nn(-c2ccccc2)c(=O)cc1OCc1cc(C)ccc1C,-1,/,14
CCN(CC(=O)NC(C)(C)C)C(=O)c1cc(Cl)ccc1F,-10,/,-1
CN1C(=S)N(c2ccc3c(c2)CCC3)C(=O)/C1=C/c1ccc2c(c1)OCCO2,-1,-6,22
COc1ccc(OC)c(-n2ccc3c(cnc4ncnn43)c2=O)c1,-5,/,5
CN(C)c1ccc(C2N3CC4([N+](=O)[O-])CN2CC([N+](=O)[O-])(C3)C4(C)C)cc1 (centres undefined),-2,/,5

smiles,hcGAS inh,mcGAS lum,NPYLR7 agonist
NC(=O)c1ccc(I)c([N+](=O)[O-])c1,-9,-6,-1
Cc1cc(-c2nnc(CCC(=O)N3CCc4c(Cl)cccc4C3)o2)no1,0,/,3
O=C(NNC(=O)C1COc2ccccc2O1)c1n[nH]c(=O)c2ccccc12 (centres undefined),3,2,-2
COc1ccc(CN(C)C(=O)c2cc(-c3cccnc3)on2)cc1,-1,/,-2
Clc1ccc(CN2CCN(N=Cc3ccncc3)CC2)cc1,-6,-7,1
Cc1cccc(CNC(=O)N(C)CC2CCCC2)n1,-5&-4,-15,-5&-2
Cc1cccc(C)c1OCC(O)Cn1cnc2ccc(Br)cc2c1=O (centres undefined),-5,-6,8
COc1ccccc1CCNC(=O)c1ccccc1N1CCC(NC(=O)c2cccs2)CC1,-3,/,-1
CN1CCCCCC1(C)C(=O)NCc1ccc2c(c1)OCO2 (centres undefined),-10,-9,1
CCOC(=O)CSC1=C(C#N)C(c2ccc(OC)cc2)CC(=O)N1 (centres undefined),-6,-6,-3

Part of the list above, as labelled records:
COc1ccc(CN(C)C(=O)c2cc(-c3cccnc3)on2)cc1
- hcGAS inh: -1
- mcGAS lum: /
- NPYLR7 agonist: -2

COc1ccccc1CCNC(=O)c1ccccc1N1CCC(NC(=O)c2cccs2)CC1
- hcGAS inh: -3
- mcGAS lum: /
- NPYLR7 agonist: -1

O=C(NNC(=O)C1COc2ccccc2O1)c1n[nH]c(=O)c2ccccc12 (centres undefined)
- hcGAS inh: 3
- mcGAS lum: 2
- NPYLR7 agonist: -2

Remaining list, next part:
smiles,hcGAS inh,mcGAS lum,NPYLR7 agonist
Cn1c(=O)c2c(nc(CN3CCOCC3)n2Cc2ccc(F)cc2)n(C)c1=O,-4,-8,4
O=C(NCc1ccc(F)cc1)NCC1CN(c2ccccc2)C(=O)O1 (centres undefined),-6,/,3
O=C(OCCNC1=C(n2nnc3ccccc32)C(=O)c2ccccc2C1=O)c1ccc(F)cc1,-5,-6,7
Cc1ccnc(NC(=O)CC2CSc3nc4c(cnn4-c4ccccc4)c(=O)n32)c1 (centres undefined),-10,-8,1
Cc1onc(-c2ccccc2Cl)c1C(=O)N1CCN(c2cccc(Cl)c2)CC1,-7,/,3
Cc1nnc(CSc2nnc(-c3c[nH]c4ccccc34)o2)o1,-2,/,1
CCN1C(=O)SC(Nc2cc(C)ccc2C)C1=O (centres undefined),-6,-7,6
COc1ccc2nc(N(CC3CCCO3)C(=O)c3ccnn3C)sc2c1 (centres undefined),-7,-7,/
COCCN(CC(=O)N(Cc1cccn1Cc1ccccc1Cl)CC(C)C)C(=O)c1cccc(Br)c1,-1,1,-6
CN(Cc1ccc(N(C)C)cc1)C(=O)C1CC1c1cccc(F)c1 (centres undefined),-10,/,1
CCCCn1c(C)cn2c3c(=O)n(Cc4cc(C)ccc4C)c(=O)n(C)c3nc12,-6,-5,8
Cc1ccc(C(=O)Nc2sc3c(c2C(=O)N2CCN(Cc4ccccc4)CC2)CCCCC3)cc1,-7,-2,-4
CCCCN(CC(=O)Nc1cc(C(C)(C)C)nn1C)C(=O)c1cc(C(F)(F)F)cc(C(F)(F)F)c1,-6,-4,/

Rows were taken by chance; overall some 0.26% were active at least once.
